Source: PubChem BioAssay (several laboratories)
CDK5 inh – inhibitors of human CDK5/p35 kinase, primary screen, biochemical, single concentration; Cyclin-dependent kinase 5 (Homo sapiens) + Cyclin-dependent kinase 5 activator 1 (Homo …; Recombinant CDK5/p35, ADP-Glo luminescence, 60 min; inhibition, % at 10 µM; actives 0.01% (n = 330,000); AID 488839, 2010;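 active means highest replicate inhibition of at least 50% and at least 75% of replicates reaching 50%; inconclusive means only one of the two criteria met; inactive means both criteria failed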;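 further: plate controls were DMSO neutral control for no effect and GW8510 at 10 µM for full effect; many of its hits are not listed in these tables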
Target sequence (Q00535 whole entry, looked up): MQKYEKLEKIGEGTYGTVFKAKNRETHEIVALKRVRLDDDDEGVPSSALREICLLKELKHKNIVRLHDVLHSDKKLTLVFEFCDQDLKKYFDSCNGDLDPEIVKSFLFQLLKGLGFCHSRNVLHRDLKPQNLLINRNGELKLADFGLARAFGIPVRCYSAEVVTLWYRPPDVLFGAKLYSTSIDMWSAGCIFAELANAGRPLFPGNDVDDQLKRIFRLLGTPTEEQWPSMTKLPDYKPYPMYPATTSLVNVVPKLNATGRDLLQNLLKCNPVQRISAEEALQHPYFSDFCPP
Target sequence (Q15078 whole entry, looked up): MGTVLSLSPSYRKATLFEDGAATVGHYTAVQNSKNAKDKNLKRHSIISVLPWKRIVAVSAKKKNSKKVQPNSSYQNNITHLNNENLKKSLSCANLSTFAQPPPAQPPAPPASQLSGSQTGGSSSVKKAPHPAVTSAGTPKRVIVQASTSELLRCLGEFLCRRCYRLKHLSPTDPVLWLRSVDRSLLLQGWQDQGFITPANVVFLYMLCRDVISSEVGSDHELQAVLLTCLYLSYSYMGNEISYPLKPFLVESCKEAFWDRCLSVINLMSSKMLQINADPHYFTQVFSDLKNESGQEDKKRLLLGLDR
Rtt109 HAT inh – inhibitors of C. albicans Rtt109/Vps75 HAT, primary screen, biochemical, ThioGlo CoA-SH fluorescence, plate reader. inhibition, % at 34.9 µM. purified Rtt109/Vps75, 4 h. actives 0.16% (n = 330,000). Histone acetyltransferase RTT109 (Candida albicans (strain SC5314 / ATCC MYA-2876)), …;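 active means inhibition of at least 50% in every replicate; inconclusive means best replicate reaches 50% inhibition but some replicates fall short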
dFosB act – activators of delta FosB homodimer, primary screen, biochemical, fluorescence polarization, TAMRA-CDK5 oligo, single point; purified delta FosB; percent of positive-control signal above neutral wells; activation, % at 25 µM; actives 0.99% (n = 340,000);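 active means mean activation above about 17%, with every replicate also reaching it, limit read from the data, passing the limit was not always enough; inconclusive means only one of the two conditions met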;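 further: fluorescence polarization rise as delta FosB binds a TAMRA Cdk5 AP-1 oligo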
Target sequence (P13346 whole entry, looked up): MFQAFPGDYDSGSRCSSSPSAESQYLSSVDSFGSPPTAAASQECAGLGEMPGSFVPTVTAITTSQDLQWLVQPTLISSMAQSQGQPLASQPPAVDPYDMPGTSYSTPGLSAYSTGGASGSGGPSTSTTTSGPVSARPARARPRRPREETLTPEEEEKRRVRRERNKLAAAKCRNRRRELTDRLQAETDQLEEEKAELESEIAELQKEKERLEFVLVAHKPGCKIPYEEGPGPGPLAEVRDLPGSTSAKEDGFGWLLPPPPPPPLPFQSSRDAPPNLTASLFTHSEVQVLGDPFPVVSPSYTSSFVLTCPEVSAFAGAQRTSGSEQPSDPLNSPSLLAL
PvdQ acylase – P. aeruginosa PvdQ acylase inhibitors, primary screen, biochemical, fluorescence, plate reader and imaging, single point. inhibition, % at 10 µM. purified PvdQ acylase. actives 0.063% (n = 340,000). PvdQ acylase [Pseudomonas aeruginosa LESB58]. AID 488965, 2010; in the data active means inhibition above about 30%, passing the limit was not always enough; inconclusive means no clear call, values can overlap the other calls;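 further: 0% = vehicle neutral wells and 100% = reference inhibitor wells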
SR-BI DiI-HDL act – activators of SR-BI mediated DiI-HDL uptake, primary screen, ldlA[mSR-BI] CHO cells, DiI fluorescence; AID 504775, 2011; activation, % at 12.5 µM; 3 h; 100 = double the neutral-control signal; actives 0.096% (n = 320,000);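 active means mean replicate activation of at least 60% and every replicate at or above 60%; inconclusive means mean or all-replicate condition met, but not both; inactive means mean below 60% and not all replicates reaching 60%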;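 further: 0% = median plate neutral-control signal and 100% = twice that signal; values of inactives mirror those of a sister screen read the other way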
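Test system: SR-BI-overexpressing, LDLR-lacking CHO cells; Also added: labelled HDL, 10 µg/mL; Measured by: bottom-read cell fluorescence after medium removal, ex 550/em 595 nm; Timing: 3 h uptake period with compound, 37 °C; Buffer or medium: F12, 0.5% BSA, 25 mM HEPES; Doses: single compound concentration, delivered by pin transfer.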
RTF Ca sens act – cardiac RTF calcium sensitivity activators, primary screen, biochemical, IANBD-TnC fluorescence, EC20 calcium | Troponin I, cardiac muscle (Homo sapiens) + Troponin T, cardiac muscle (Homo sapiens) + … | IANBD-labeled TnC RTF fluorescence at EC20 calcium; 0% EC20 calcium, 100% full calcium | activation, % at 7.2 µM | actives 0.24% (n = 340,000) | AID 493008, 2010;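 active means activation above the mean over all tested compounds plus 3 SD, cut at about 30% in these data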;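 further: rise in fluorescence read as greater calcium sensitivity of cardiac thin filaments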
HTR5A ag – HTR5A agonists in luminescence cell assay, primary screen, counter-screen for OPRM1-OPRD1 heterodimer agonist project, full-deck HTS; 5-hydroxytryptamine receptor 5A (Homo sapiens), P47898; cell-based; activation, % at 9.3 µM; actives 0.61% (n = 340,000); AID 504692, 2011; in the data active means activation mostly above about 9.5%, no sharp cut-off; inactive means mostly below about 7.6%;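 further: 0% = cells with vehicle only and 100% = reference agonist; strong numbers were not always called active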
SR-BI DiI inh – inhibitors of SR-BI mediated HDL lipid uptake, primary screen, ldlA[mSR-BI] cells, fluorescence, single point | Scavenger receptor class B member 1 (Mus musculus), Q61009 | ldlA[mSR-BI] CHO cells, DiI-HDL uptake fluorescence, 3 h | inhibition, % at 12.5 µM | actives 0.96% (n = 320,000);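 active means mean replicate inhibition of at least 70% and a set share of replicates each scoring 70 or more; inconclusive means meets just one of the two criteria; inactive means fails both criteria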;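 further: 0% = median of neutral control wells and 100% = median of positive control wells; values of inactives mirror those of a sister screen read the other way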
MITF TRPM1 HTS – activators of MITF-driven TRPM1 promoter reporter, primary screen, cell-based, SK-MEL-5, luciferase, single point; AID 588334, 2011; actives 0.75% (n = 300,000); SK-MEL-5 TRPM1-promoter luciferase, 24 h; % of positive control, neutral wells = 0; activation, % at 12.5 µM;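 active means mean activation of at least 80% with every replicate also reaching 80%; inconclusive means mean reaches 80% but some replicate falls short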;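 further: 0% = neutral control wells and 100% = parthenolide positive control wells; values of inactives mirror those of a sister screen read the other way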
Wnt bcat act – Wnt/beta-catenin pathway activators, primary screen, cell-based, plate reader, single point; Wnt/beta-catenin reporter cell assay, activator; activation, % at 9.35 µM; actives 1.2% (n = 300,000); AID 743398, 2014; in the data active means activation above about 30%, passing the limit was not always enough; inconclusive means no clear call, values can overlap the other calls;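 further: 0% = neutral control wells and 100% = positive control wells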
* marks the source's active call; other numbers are inactive results; ? = inconclusive; nt = not tested or not shown; & = joins results of further samples.

SMILES	CDK5 inh	Rtt109 HAT inh	dFosB act	PvdQ acylase	SR-BI DiI-HDL act	RTF Ca sens act	HTR5A ag	SR-BI DiI inh	MITF TRPM1 HTS	Wnt bcat act
CCCC(=O)Nc1nnc(SCC(=O)Nc2nc(C)cs2)s1	-1.0	0	-4	-10	1	1	2	-1	-9	-3
COc1ccc(CCNC(=O)c2ccccc2C(=O)NCCc2ccc(OC)cc2)cc1	0.2	5	-6	-22	-8	6	3	8	34	6
Cc1ccccc1C(=O)/C=C1/SCC(=O)N1C	-0.5	-2	-1	3	-5	-8	4	5	-5	-1
CC1(C)NC(=O)N(CCCOc2ccc3c(c2)CCC3)C1=O	-2.2	-11	4	-13	14	2	5	-14	33	nt
Cn1ncc(Cl)c1C(=O)Nc1ccc(CN2CCCCC2)cc1	0.7	-6	4	-4	1	-3	1	-1	9	-2
CCN(CC)C(=O)C1CCCN(C/C=C/c2ccccc2)C1 (stereo not given)	-2.0	-5	0	-10	4	0	-4	-4	-6	nt
Cc1ccc(C2=Nc3c(ccc4ccccc34)C(c3ccncc3)=NN2)cc1	-0.5	-5	-6	-4	-2	-5	5	2	-31	2
Cc1cccc(/C(N)=N/OC(=O)c2cccs2)c1	11	0	-2	-19	7	4	10	-7	8	58*
COc1ccc(SCC(=O)Nc2ccc(N3CCN(C)CC3)c(F)c2)cc1	-0.1	-10	-4	2	-2	3	1	2	-14	-3
Cc1csc2nc(CNC(=O)CCC(=O)O)cn12	-1.0	-13	-4	-19	7	5	0	-7	-1	-1
Cc1ccc(NC(=O)CCn2cccc2)cc1	0.8	-3	-2	-8	10	8	8	-10	nt	1
CCOC(=O)c1cc(-c2ccccc2)sc1NC(=O)CN1C(=O)NC(CC)(c2ccc(F)cc2)C1=O (stereo not given)	-1.0	4	-3	-8	-25	-1	-2	25	nt	-9
O=C(NC(=S)NCCc1ccccc1)c1ccccc1F	1.6	2	1	-5	6	1	-1	-6	17	4
CC(C)Oc1ncnc2c1[nH]c1ccccc12	4.6	-9	-6	-6	13	-3	-1	-13	nt	-1
Cc1ccc(C)c(SCC(=O)OCC(=O)c2ccco2)c1	0.1	nt	-1	-6	-5	-5	-1	5	3	-1
c1nnc(NC2=NCCCCC2)s1	0.4	-1	2	-8	28	0	-1	-28	2	9
CNC(=S)Nc1ccc(N2CCN(c3ccc(C(F)(F)F)cn3)CC2)nc1	1.4	1	-9	-5	-55	nt	nt	55	nt	0
CCOC(=O)c1ccccc1NC(=O)Cn1c(=O)n(Cc2ccccc2)c(=O)c2c(C)c(C)sc21	-0.4	4	-21	-16	21	2	-4	-21	3	-4
CCOc1ccc(NS(=O)(=O)c2ccc(C(=O)NC3CCN(Cc4ccccc4)CC3)cc2)cc1	0.5	1	-6	-19	23	1	1	-23	-13	-2
CCOc1ccc(C(N)=O)cc1OC	-3.5	5	9	-10	-3	-1	8	3	-1	-1
Cc1cc2occ(CC(=O)OCC(=O)Nc3sc4c(c3C#N)CCC(C)C4)c2cc1C (stereo not given)	0.9	2	-7	-12	13	8	4	-13	-6	nt
Cc1ccc(CN(Cc2ccco2)C(=O)c2ccco2)cc1	nt	-4	-4	9	-6	-2	0	6	0	0
COc1ccccc1CN1CCN(Cc2cc(OC)c(OC)cc2OC)CC1	0.0	-1	-5	3	3	-6	1	-3	nt	-1
N#CC(Sc1ccccn1)c1ccc(Cl)cc1Cl (stereo not given)	-5.9	-6	3	29	-9	2	5	9	-4	-2
CCn1c(SCC(=O)Nc2cc(C)on2)nc2c(c1=O)SC(C)C2 (stereo not given)	0.4	-2	-1	3	1	-3	10	-1	-10	nt

Molecules listed so far containing a Cl atom, in the order listed:
SMILES	CDK5 inh	Rtt109 HAT inh	dFosB act	PvdQ acylase	SR-BI DiI-HDL act	RTF Ca sens act	HTR5A ag	SR-BI DiI inh	MITF TRPM1 HTS	Wnt bcat act
Cn1ncc(Cl)c1C(=O)Nc1ccc(CN2CCCCC2)cc1	0.7	-6	4	-4	1	-3	1	-1	9	-2
N#CC(Sc1ccccn1)c1ccc(Cl)cc1Cl (stereo not given)	-5.9	-6	3	29	-9	2	5	9	-4	-2

The listing picks up, starting 2 compounds before the break.
SMILES	CDK5 inh	Rtt109 HAT inh	dFosB act	PvdQ acylase	SR-BI DiI-HDL act	RTF Ca sens act	HTR5A ag	SR-BI DiI inh	MITF TRPM1 HTS	Wnt bcat act
N#CC(Sc1ccccn1)c1ccc(Cl)cc1Cl (stereo not given)	-5.9	-6	3	29	-9	2	5	9	-4	-2
CCn1c(SCC(=O)Nc2cc(C)on2)nc2c(c1=O)SC(C)C2 (stereo not given)	0.4	-2	-1	3	1	-3	10	-1	-10	nt
O=C(CNC(=O)c1ccco1)NCc1ccc2c(c1)OCO2	1.6	-5	2	-17	2	-1	3	-2	-10	0
CCc1nn2c(N)c(/C=C3\C=Nc4ccccc43)c(=O)nc2s1	0.1	-1	-14	-10	4	1	-4	-4	11	8&-2
COc1ccc(-c2c(-c3ccc(O)cc3O)n[nH]c2C)cc1OC	0.3	7	-1	-18	-6	-4	-4	6	-5	nt
Cc1ccc(-c2noc(C3CCCN(C(=O)c4cccc(Cl)c4)C3)n2)o1 (stereo not given)	0.7	20	-9	8	nt	-2	5	nt	102*	6
CC1CCN(c2c(NCC3CCC(C(=O)NCCc4ccc(Cl)cc4)CC3)c(=O)c2=O)CC1 (stereo not given)	-0.5	4	-8	-24	-25	2	4	25	-7	0
COc1ccc(Nc2nccc3c2nnn3C)cc1	-1.1	-18	-3	9	31	3	-2	-31	nt	?
Cn1c(=O)c2c(ncn2Cc2ccc(Cl)c(Cl)c2)n(C)c1=O	-1.2	0	-2	-18	19	-16	-1	-19	-12	nt
CC(=O)Nc1ccc(S(=O)(=O)NCCCCNS(=O)(=O)c2ccc(NC(C)=O)cc2)cc1	0.3	-1	-1	-6	7	1	3	-7	-2	1
O=C(O)c1cc(NS(=O)(=O)c2ccc(NCc3ccccc3)c([N+](=O)[O-])c2)cc(C(=O)O)c1	-0.9	7	4	-14	9	-2	0	-9	-13	-2
CCOC(=O)CNC(=O)CSc1nnc(NC(=O)c2ccc(C)cc2)s1	0.5	8	-4	-6	-3	2	0	3	-38	14
C/C(=N/NC(=O)c1ccc2c(c1)OCCO2)c1ccc([N+](=O)[O-])cc1	5.1	-9	9	8	-2	6	2	2	nt	1
COc1ccc(N2CCN(CC(=O)Nc3cccc(S(=O)(=O)N4CCOCC4)c3)CC2)cc1	0.5	0	3	-4	-16	-5	4	16	-6	-1
CCSc1ncc(CO)c(N)n1	0.9	9	-4	11	14	-1	-4	-14	13	-3
CC(C)(C)c1ccccc1OCCOCCN1CCCCCC1	0.5	13	-5	2	-1	11	5	1	-1	-6
C=CCC1=C/C(=C\c2c(N)n3nc(CC(=O)N4CCOCC4)sc3nc2=O)C=C(OC)C1=O	-12	26	-14	-15	34	11	1	-34	-18	-2
Cn1c(=O)c2[nH]c(SCCN)nc2n(C)c1=S	-0.9	-1	-3	-5	3	1	5	-3	18	-1
CCOC(=O)c1sc(NC(=O)COC(=O)CNC(=O)c2ccco2)c(C(=O)OCC)c1C	0.2	7	-33	-8	-36	8	1	36	10	-3
O=C(CSc1ncnc2sc3c(c12)CCC3)Nc1ccccc1C(=O)O	0.6	-4	-15	-14	-16	-3	2	16	-9	1
C/C(=N\OC(=O)Nc1ccc(Cl)cc1)c1ccc(F)c(F)c1	-0.1	-3	-11	18	-8	5	-1	8	28	3
NC(Cc1ccc(OC(F)F)cc1)C(=O)O (stereo not given)	1.3	-6	5	-3	12	-1	3	-12	-3	2
O=C(CN1CCN(Cc2ccccc2)CC1)NNC(=O)c1ccccc1	-0.5	-8	2	8	32	0	3	-32	8	0
C=CCNC(=O)c1cc(=O)c2ccccc2o1	5.5	19	3	8	23	4	1	-23	1	nt
O=C(O)C1C2C=CC(O2)C1C(=O)NCc1ccccc1Br (stereo not given)	0.8	-11	-3	-2	11	-2	-1	-11	4	nt
O=C(CNc1cccc(S(=O)(=O)N2CCCC2)c1)Nc1cccc(C(F)(F)F)c1	-6.6	5	-8	-15	-23	-4	8	23	4	-4
Cc1cccc(NC(=O)c2ccc([N+](=O)[O-])o2)c1C	1.6	-2	-14	-15	-6	-6	4	6	-55	1
CCOC(=O)CC1=C(C(=O)OCC)C(c2cc(OC)c(OC)cc2OC)C(C#N)=C(N)O1 (stereo not given)	3.6	5	-5	2	-12	2	2	12	nt	nt
CC(C)(C)[C@H]1COC(=O)[C@H](Cc2ccc(F)cc2)CC/C=C/C[C@@H](CC(=O)N[C@H](CO)Cc2ccccc2)C(=O)N1	0.5	2	-10	-7	9	4	2	-9	6	-1

Five of the entries above in order of the Wnt bcat act value, smallest number first:
compound	Wnt bcat act
CCOC(=O)c1cc(-c2ccccc2)sc1NC(=O)CN1C(=O)NC(CC)(c2ccc(F)cc2)C1=O (stereo not given)	-9
CCSc1ncc(CO)c(N)n1	-3
Cc1ccc(C)c(SCC(=O)OCC(=O)c2ccco2)c1	-1
NC(Cc1ccc(OC(F)F)cc1)C(=O)O (stereo not given)	2
Cc1cccc(/C(N)=N/OC(=O)c2cccs2)c1	58*
